TNAP inh noacc – blocks human TNAP activity with no phosphate acceptor present | actives 0.26% (n = 200,000) | purified TNAP, CDP-star luminescence, 30 min | P05186 | inhibition, % at 20 µM;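 active means tissue-nonspecific alkaline phosphatase inhibition above about 50% at 20 µM in the single-dose screen, limit read from the data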;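 further: 0% = DMSO negative control and 100% = EDTA positive control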
Target sequence (P05186 whole entry, looked up): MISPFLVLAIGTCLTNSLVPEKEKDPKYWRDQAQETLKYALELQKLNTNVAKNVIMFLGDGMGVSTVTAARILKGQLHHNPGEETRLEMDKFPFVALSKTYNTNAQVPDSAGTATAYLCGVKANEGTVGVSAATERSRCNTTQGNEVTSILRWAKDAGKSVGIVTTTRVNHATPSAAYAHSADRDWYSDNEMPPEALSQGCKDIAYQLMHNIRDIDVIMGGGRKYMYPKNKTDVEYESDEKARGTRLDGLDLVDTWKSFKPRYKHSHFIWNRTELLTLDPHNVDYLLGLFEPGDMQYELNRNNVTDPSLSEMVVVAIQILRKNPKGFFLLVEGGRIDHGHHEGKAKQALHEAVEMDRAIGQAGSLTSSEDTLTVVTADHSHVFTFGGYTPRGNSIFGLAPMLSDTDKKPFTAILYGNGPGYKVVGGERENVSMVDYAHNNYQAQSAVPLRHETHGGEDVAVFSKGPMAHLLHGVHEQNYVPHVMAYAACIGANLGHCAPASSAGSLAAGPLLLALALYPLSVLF
Lmaj promast – reduces viability of Leishmania major promastigotes | actives 9% (n = 200,000) | inhibition, % at 10 µM | resazurin fluorescence viability | AID 1063; in the data active means inhibition above about 50%;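 further: promastigotes grown with compound for 44 hours at 28 °C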
PMI activator – activators of human phosphomannose isomerase; purified human PMI, coupled resazurin fluorescence, 20 min; hits give high values; 1 = vehicle control, 0 substrate-free wells; activation factor at 20 µM; AID 1214; P34949; actives 0.005% (n = 190,000);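 active means activation factor of 2 or more at 20 µM, relative to plate controls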
Target sequence (P34949 whole entry, looked up): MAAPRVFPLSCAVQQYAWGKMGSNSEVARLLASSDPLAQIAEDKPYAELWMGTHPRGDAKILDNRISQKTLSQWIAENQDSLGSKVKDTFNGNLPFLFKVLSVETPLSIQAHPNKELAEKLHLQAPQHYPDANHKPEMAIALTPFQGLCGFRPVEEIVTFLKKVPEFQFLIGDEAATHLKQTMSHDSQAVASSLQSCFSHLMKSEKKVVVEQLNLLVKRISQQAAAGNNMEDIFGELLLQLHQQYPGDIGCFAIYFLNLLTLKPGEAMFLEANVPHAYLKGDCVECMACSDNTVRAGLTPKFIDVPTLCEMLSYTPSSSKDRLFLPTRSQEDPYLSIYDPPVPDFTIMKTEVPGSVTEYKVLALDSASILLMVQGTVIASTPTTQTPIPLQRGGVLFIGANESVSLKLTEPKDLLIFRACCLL
bIAP activator – increases bovine intestinal alkaline phosphatase activity | purified bovine IAP, CDP-star luminescence, 30 min; hits give high values; fold of DMSO-control signal, blank-subtracted | actives 0.17% (n = 200,000) | AID 1016 | activation factor at 20 µM;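 active means activation factor of 2 or more at 20 µM, a signal rise over negative controls twice the positive control's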
PMI act satM6P – PMI (human) activation, high substrate | coupled PMI enzyme assay, resazurin fluorescence, 20 min; hits give high values; 1 = untreated enzyme, 0 = substrate-free blank | activation factor at 20 µM | actives 0.34% (n = 190,000);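 active means activation factor of 2 or more at 20 µM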
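assay system = human phosphomannose isomerase with PGI, G6PDH, diaphorase coupling enzymes | quantity = 15 ng/mL PMI | incubation = enzyme reaction with compound 20 min at room temperature | medium = HEPES pH 7.4 buffer with MgCl2 and Tween-20 | compound dosing = one concentration, 20 µM, in 1% DMSO | measured by = Diaphorase-driven resazurin-to-resorufin fluorescence, excitation 544, emission 590 nm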
Diaphorase inh – inhibits diaphorase or chemically oxidizes, flagging diaphorase assay artifacts; diaphorase resazurin-to-resorufin fluorescence, NADH, 16 min; bacterial (C. kluyveri) enzyme, not human; actives 0.69% (n = 190,000); AID 1217; inhibition, % at 20 µM;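 active means primary screen inhibition at 20 µM above a set limit, cut at about 50% in these data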;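 further: plate controls were DMSO with full reaction for no effect and wells lacking NADH for full effect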
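controls = No-NADH positive control and DMSO neutral control | system = Clostridium kluyveri diaphorase enzyme | timing = reaction incubation of 16 min at room temperature | signal = resorufin fluorescence 544/590 nm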
bIAP inhibitor – intestinal alkaline phosphatase (bovine) inhibition; purified bovine IAP, CDP-star luminescence, 30 min; inhibition, % at 20 µM; 190,000 tested, under 10 active; AID 1019;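 active means over 50% inhibition of intestinal alkaline phosphatase at 20 µM in the single-dose screen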
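Assay system: bovine IAP enzyme; medium: DEA buffer 100 mM, pH 9.8, with MgCl2 1.0 mM, ZnCl2 0.02 mM; doses: 20 µM single dose; incubation: enzyme reaction for 30 min at room temperature; detection: CDP-star luminescence signal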
Diaphorase act – diaphorase activation or chemical reduction counter-screen; Diaphorase/resazurin coupled assay, resorufin fluorescence, 16 min; hits give high values; 1 = vehicle wells, 0 = NADH-free wells; activation factor at 20 µM; actives 0.005% (n = 190,000);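 active means diaphorase activity raised at least twofold by the compound at 20 µM; inactive means activation factor below 2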
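test system = bacterial diaphorase enzyme (C. kluyveri) | quantity = enzyme 0.07 U/mL final | reagent = NADH substrate 0.114 mM plus resazurin dye 0.1 mM, final | incubation = 16 min enzyme reaction, ambient temperature | buffer or medium = HEPES pH 7.4 buffer with MgCl2 and Tween 20 | signal = fluorescence of resorufin, 544 nm excitation, 590 nm emission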
TNAP act hi DEA – TNAP (human) activation, high acceptor | P05186 | purified TNAP, CDP-star luminescence, 1 M DEA, 30 min; hits give high values; 0 = EDTA background, 1 = DMSO-only activity | AID 1136 | 200,000 tested, under 10 active | activation factor at 20 µM;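 active means activation factor at least 2 at 20 µM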
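Control set: EDTA negative control, DMSO positive control / Assay system: human TNAP / Quantity: TNAP 1/800 final / Evaluation: TNAP activation factor scaled between EDTA and DMSO control wells / Measured by: luminescent substrate turnover signal / Compound dosing: one dose, 20 µM / Times: 30 min enzyme reaction at room temperature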
TNAP inh hiacc – inhibitors of human TNAP at high phosphate acceptor concentration; inhibition, % at 20 µM; AID 1135; purified TNAP, CDP-star luminescence, 1 M DEA; actives 0.03% (n = 200,000); P05186;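 active means over 50% inhibition of tissue-nonspecific alkaline phosphatase at 20 µM in the single-dose screen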;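 further: plate controls were DMSO wells for no effect and EDTA-quenched wells as full inhibition for full effect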
Starred values were filed as active, the others as inactive; x = no result given.

smiles	TNAP inh noacc	Lmaj promast	PMI activator	bIAP activator	PMI act satM6P	Diaphorase inh	bIAP inhibitor	Diaphorase act	TNAP act hi DEA	TNAP inh hiacc
Cc1ccc2nsnc2c1NC(=O)c1cncc(Br)c1	-6	0	1	0.9	0.6	20	13	0.8	1	1
CC(C)(C)NC(=O)C(c1ccncc1)N(C(=O)Cn1nnc(-c2ccc(F)cc2)n1)c1ccc(F)cc1 (centres undefined)	-2	9	x	1.1	x	x	-9	x	1	-1
Cc1nc(C)c(/C(O)=C/c2nc3ccc([N+](=O)[O-])cc3oc2=O)o1	37	9	1	0.7	0.8	10	26	0.9	0.7	32
CCOC(=O)Cn1c(=O)oc2cc(S(=O)(=O)N3CCCc4ccccc43)ccc21	-18	81*	1	1	1	15	5	0.9	1.1	-5
C=CCNc1nc(NCc2ccccc2)c(C#N)c2c1CN(C)CC2	-4	31	0.5	1	0.3	63*	3	0.4	1	-1
O=C(Nc1cccc2oc(=O)ccc12)c1ccc([N+](=O)[O-])cc1[N+](=O)[O-]	-11	97*	1.2	0.9	1.1	4	8	1	1	-2
CCC(C)c1ccccc1NC(=O)COC(=O)CCc1cc(OC)c(OC)c(OC)c1 (centres undefined)	-6	51*	0.9	1	0.9	13	-3	0.9	1	-2
CCn1c(C)cc(/C=C2/NC(=O)N(c3ccccc3)C2=O)c1C	-4	17	1	1	0.9	9	0	0.9	1	1
CCCc1[nH]nc2c1C(c1ccccc1OCC)C(C#N)=C(N)O2 (centres undefined)	-1	54*	1	1.1	0.9	26	-9	0.7	1.1	-6
COc1ccc(CCNCC(O)Cn2c3ccccc3c3ccccc32)cc1OC (centres undefined)	-7	100*	1.1	1.1	1	-21	-14	1.2	1	0
Cc1ccccc1-c1noc(-c2ccccc2F)n1	-15	-6	0.9	0.9	0.9	19	9	0.8	1	-3
CNC(=O)COC(=O)c1cc(F)c(F)cc1Cl	-4	-6	0.9	1	0.9	12	2	0.9	1	-1
N#CC(c1ccccc1)c1ccc(=O)[nH]n1 (centres undefined)	-6	2	1	1	1	-14	0	1.1	1	-2
O=C1c2oc3ccccc3c(=O)c2C(c2cccc(F)c2)N1CCCO (centres undefined)	-13	0	1	1.1	1	6	-9	0.9	1.1	-6
Cc1ccccc1C(=O)Nc1ccccc1	-8	-2	0.9	1	1	8	4	0.9	1.1	-6
Oc1ccc(-c2nnc(-c3ccc(O)cc3)nn2)cc1	-4	-1	0.9	0.9	0.9	22	11	0.8	1	2
CCOC(=O)CC(=O)CSc1nc2c(c(C)c1C#N)CCC2	-13	9	1.1	1	1.1	1	-1	1	1	-3
Cn1cc(CC(=O)NC2CCCCC2)c2ccccc21	-12	6	1	1	1	6	2	0.9	1	-4
Cc1ccccc1Cn1cnc2c(NS(C)(=O)=O)c(C)c(C)cc21	-10	-5	0.8	1.2	0.9	13	-15	0.9	1	2
CC(C)NCC(O)c1ccc(NS(C)(=O)=O)cc1 (centres undefined)	-3	x	1	0.9	1.1	0	9	1	1	-1
O=C(NCC1COc2ccccc2O1)C1CCN(S(=O)(=O)c2cccc3nsnc23)CC1 (centres undefined)	-3	8	0.9	1	0.9	10	-3	0.9	1	0
c1ccc2c(c1)nc1n2C2(N3CCOCC3)CCCC2C1N1CCOCC1 (centres undefined)	-2	x	1	1.1	1	4	-8	1	1.1	-7
COc1ccc(/C=C/C(=O)Nc2nc(C)c(C(=O)N(C)C)s2)cc1	-13	-4	1	0.9	0.9	12	10	0.9	1	-3
Cc1nc(S(=O)(=O)c2ccc(Cl)cc2)c(NCc2ccccc2)o1	-13	1	1.1	0.9	1.3	6	11	0.9	1	-1
CC1CN(C(=O)c2ccc(N3CCCCC3)c([N+](=O)[O-])c2)CC(C)O1 (centres undefined)	0	-1	1	1	1	10	2	0.9	1	4

5 of the entries above in order of the bIAP activator value, largest number first.
SMILES,bIAP activator
Cc1ccccc1Cn1cnc2c(NS(C)(=O)=O)c(C)c(C)cc21,1.2
c1ccc2c(c1)nc1n2C2(N3CCOCC3)CCCC2C1N1CCOCC1 (centres undefined),1.1
C=CCNc1nc(NCc2ccccc2)c(C#N)c2c1CN(C)CC2,1
COc1ccc(/C=C/C(=O)Nc2nc(C)c(C(=O)N(C)C)s2)cc1,0.9
Cc1nc(C)c(/C(O)=C/c2nc3ccc([N+](=O)[O-])cc3oc2=O)o1,0.7

Returning to the listing, starting 4 compounds before the break.
smiles	TNAP inh noacc	Lmaj promast	PMI activator	bIAP activator	PMI act satM6P	Diaphorase inh	bIAP inhibitor	Diaphorase act	TNAP act hi DEA	TNAP inh hiacc
c1ccc2c(c1)nc1n2C2(N3CCOCC3)CCCC2C1N1CCOCC1 (centres undefined)	-2	x	1	1.1	1	4	-8	1	1.1	-7
COc1ccc(/C=C/C(=O)Nc2nc(C)c(C(=O)N(C)C)s2)cc1	-13	-4	1	0.9	0.9	12	10	0.9	1	-3
Cc1nc(S(=O)(=O)c2ccc(Cl)cc2)c(NCc2ccccc2)o1	-13	1	1.1	0.9	1.3	6	11	0.9	1	-1
CC1CN(C(=O)c2ccc(N3CCCCC3)c([N+](=O)[O-])c2)CC(C)O1 (centres undefined)	0	-1	1	1	1	10	2	0.9	1	4
COc1ccc(NC(=O)c2ccc(NCCN3C(=O)CCC3=O)c([N+](=O)[O-])c2)cc1	0	-3	0.9	0.9	0.9	15	5	0.8	1	1
COc1ccc(-c2nnc(SC(C)C(=O)NCc3ccc4c(c3)OCO4)n2Cc2ccco2)cc1 (centres undefined)	-22	32	0.9	1.1	0.9	16	-10	0.8	1.1	-7
Cc1nnc(SCC(=O)N2CCC(C(=O)Nc3nccs3)CC2)n1Cc1ccccc1	-5	-6	1	0.9	1.1	8	12	0.9	1	-3
Cc1cc(C)n(Cc2ccc(C(=O)NCCC3=CCCCC3)o2)n1	-14	2	0.9	1	0.9	17	1	0.8	1.1	-5
CCOC(=O)N1CCN(C(=O)Cn2ncc3c2-c2ccccc2OC3)CC1	1	-4	1.1	1	1.1	-6	-1	1.1	1.1	-9
COc1ccc2ccccc2c1CNc1nnnn1C	-10	1	1.1	1.1	1	-14	-8	1.1	1	0
O=C1CC(N2CCC(O)(c3ccc(Br)cc3)CC2)C(=O)N1c1ccc(Cl)cc1 (centres undefined)	-14	-7	1	1.2	1	12	-18	0.9	1	0
CN(c1nc2ccccc2n2c(-c3ccco3)nnc12)S(=O)(=O)c1ccccc1	-11	-1	1.1	1	1.1	-5	-5	1.1	1	-3
COCCn1c(N)c(C(=O)NCc2cccs2)c2nc3ccccc3nc21	-19	23	0.7	1	0.4	46	-1	0.5	1.1	-11
CCC(=O)N1CCc2cc(Br)cc(S(=O)(=O)C3(C(=O)OC)CC3)c21	-11	-4	0.9	1	1	12	-1	0.9	1	-4
CN1c2ccccc2C(C)(C)C12C=Nc1c(cc(N3CCOCC3)c3ccccc13)O2 (centres undefined)	-4	41	0.7	1	0.4	25	2	0.7	1.1	-5
COC(=O)C(C(=O)Nc1ccc(OC)cc1)C1CCCCCC1 (centres undefined)	-3	0	0.8	0.9	0.9	12	8	0.9	1	1
O=C1c2cccc3cc([N+](=O)[O-])cc(c23)C(=O)N1c1ccccc1O	-5	98*	0.9	1.3	0.9	33	-30	0.7	1	-5
O=C(C(Cl)Cl)N1CCN(c2ccccn2)CC1	-15	64*	1.1	0.7	1.1	3	35	1	1	0
COC(=O)C(CC(C)C)NC(=O)/C=C/c1ccccc1Cl (centres undefined)	-5	39	1	0.9	1.1	7	8	0.9	1	-1
CCN(CC)S(=O)(=O)c1ccc(OCCNS(C)(=O)=O)cc1	1	1	1	1	1.1	6	1	0.9	1	-3
CSc1ccc(CN2CCCC(CO)(Cc3ccccc3)C2)cc1 (centres undefined)	-6	64*	0.8	0.9	0.9	20	7	0.8	1	-2
COc1ccc(Cl)cc1N(CC(=O)Nc1cccc(SC)c1)S(C)(=O)=O	-1	61*	0.8	1	0.8	22	4	0.8	1	0
c1ccc(CSc2nnnn2-c2ccccc2)cc1	-14	-3	0.9	0.6	0.9	14	42	0.9	1	2
Cc1nc(NC(=O)c2ccc(Br)s2)sc1C(=O)N(C)C	11	-5	0.9	0.9	0.9	12	5	0.9	1	0
N[C@@H]1CONC1=O	-6	x	0.9	1.1	0.9	0	-13	1	1	-1
Cc1ccc(NC(=O)CS(=O)CC(=O)N(C2CCCC2)C(C)C(=O)NC2CCCCC2)cc1 (centres undefined)	-3	4	1.1	1	1.1	-1	4	1	1	-2
CCOc1ccccc1NC(=O)CSC1=C(C#N)C(c2ccco2)C(C(=O)Nc2nc3ccccc3s2)=C(C)N1 (centres undefined)	-18	-1	0.9	0.9	0.8	16	12	0.8	1	-3
CC12CC(c3ccccc3O1)N(C(=O)c1ccco1)C(=S)N2c1ccccc1 (centres undefined)	5	-5	1	0.9	1	11	12	0.9	1	-2
CC(=O)c1cccc(NC(=S)Nc2ccn(Cc3cccc4ccccc34)n2)c1	-46	42	0.8	1.2	0.9	8	-18	0.9	1	-4

Looked up above:
COc1ccc(Cl)cc1N(CC(=O)Nc1cccc(SC)c1)S(C)(=O)=O in TNAP act hi DEA reads 1
COC(=O)C(CC(C)C)NC(=O)/C=C/c1ccccc1Cl (centres undefined) in Lmaj promast reads 39

(continued)
smiles	TNAP inh noacc	Lmaj promast	PMI activator	bIAP activator	PMI act satM6P	Diaphorase inh	bIAP inhibitor	Diaphorase act	TNAP act hi DEA	TNAP inh hiacc
N#CC(C(=O)Nc1ccc(Cl)cc1)=C1Nc2ccccc2N1	-13	3	1	1	0.9	13	2	0.9	1.1	-7
CCNc1nc(NCC)n2c(SCC(=O)N3CC4(C)CC3CC(C)(C)C4)nnc2n1 (centres undefined)	-18	-3	1	0.8	1.1	11	17	0.9	1	-3
COc1ccc(-c2cc(C(=O)N3CCN(c4ccccn4)CC3)c3ccccc3n2)cc1	-5	3	0.7	1	0.8	30	-3	0.7	1	-2
Cn1c(=N)n(CC(O)c2cccs2)c2ccccc21 (centres undefined)	-6	1	0.9	1	1	3	0	1	1	-2

Compound activity from PubChem BioAssay.

Outcome played no part in choosing rows; overall some 10% were active at least once.
